KDM5B inhibitor = blocks human KDM5B histone demethylase activity | Q9UGL1 | KDM5B demethylase, FDH-coupled NADH fluorescence (FDH is formaldehyde dehydrogenase) | Potency, µM (top dose mostly 57.7 µM), for the others: at the highest dose activity change, negative = inhibition, usual class: inhibitors | hit rate 2.6% among 220,000; active = well fitted inhibition curve with a large enough effect; inconclusive = small, poorly fitted or top-dose-only effect; inactive = no such curve, though single readings can be large or run the other way; note: 0% is about no effect; nearly all actives have a fitted effect of over 70% in size
Target sequence (Q9UGL1 whole entry, looked up): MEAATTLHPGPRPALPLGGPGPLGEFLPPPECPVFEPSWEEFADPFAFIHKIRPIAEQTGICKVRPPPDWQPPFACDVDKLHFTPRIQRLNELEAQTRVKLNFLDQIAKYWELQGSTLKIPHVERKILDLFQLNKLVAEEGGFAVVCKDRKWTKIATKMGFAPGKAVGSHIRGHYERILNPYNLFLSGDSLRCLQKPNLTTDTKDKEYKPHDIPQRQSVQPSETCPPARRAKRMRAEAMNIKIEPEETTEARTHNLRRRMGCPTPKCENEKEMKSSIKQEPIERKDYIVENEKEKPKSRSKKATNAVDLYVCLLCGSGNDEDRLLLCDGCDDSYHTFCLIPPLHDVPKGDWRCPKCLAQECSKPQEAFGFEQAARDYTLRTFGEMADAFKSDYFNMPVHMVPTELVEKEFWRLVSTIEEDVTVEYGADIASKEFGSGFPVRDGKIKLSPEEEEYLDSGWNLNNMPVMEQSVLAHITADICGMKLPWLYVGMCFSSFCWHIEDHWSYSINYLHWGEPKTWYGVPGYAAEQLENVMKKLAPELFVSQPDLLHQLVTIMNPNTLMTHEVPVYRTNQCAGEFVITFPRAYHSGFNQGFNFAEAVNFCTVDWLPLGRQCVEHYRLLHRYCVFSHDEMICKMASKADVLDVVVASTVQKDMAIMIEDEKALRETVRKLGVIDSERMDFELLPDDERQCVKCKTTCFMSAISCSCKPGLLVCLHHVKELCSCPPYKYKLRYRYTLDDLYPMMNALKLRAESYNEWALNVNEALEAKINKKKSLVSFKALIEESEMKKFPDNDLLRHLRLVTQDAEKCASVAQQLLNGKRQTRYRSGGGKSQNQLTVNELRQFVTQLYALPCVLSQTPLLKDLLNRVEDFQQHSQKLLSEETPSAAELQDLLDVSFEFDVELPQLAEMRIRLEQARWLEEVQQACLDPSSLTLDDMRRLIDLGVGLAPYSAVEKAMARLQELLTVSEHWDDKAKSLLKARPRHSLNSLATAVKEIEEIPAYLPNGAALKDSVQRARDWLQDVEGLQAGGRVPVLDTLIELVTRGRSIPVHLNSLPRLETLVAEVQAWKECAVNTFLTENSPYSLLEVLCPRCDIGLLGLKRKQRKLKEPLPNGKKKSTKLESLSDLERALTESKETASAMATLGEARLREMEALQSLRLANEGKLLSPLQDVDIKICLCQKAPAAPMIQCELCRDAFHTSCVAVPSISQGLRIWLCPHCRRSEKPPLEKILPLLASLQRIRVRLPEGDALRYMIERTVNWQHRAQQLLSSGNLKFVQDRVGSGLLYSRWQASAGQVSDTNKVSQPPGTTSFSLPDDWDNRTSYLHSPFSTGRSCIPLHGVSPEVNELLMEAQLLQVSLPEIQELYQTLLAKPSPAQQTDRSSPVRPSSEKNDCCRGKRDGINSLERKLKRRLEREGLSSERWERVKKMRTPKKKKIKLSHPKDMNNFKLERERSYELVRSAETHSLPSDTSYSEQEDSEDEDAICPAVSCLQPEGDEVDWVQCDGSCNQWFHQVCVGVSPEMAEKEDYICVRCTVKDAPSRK
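Measured: NADH fluorescence change, 30 min, RT. System: KDM5BΔAP 200 nM final, H3K4me3 peptide, α-KG, Fe(II), ascorbate, NAD⁺ plus FDH, pH 7.5 HEPES. Compounds: titrated, 10 min pre-incubation with enzyme.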
* marks the source's active call; other numbers are inactive results; ? = inconclusive; & = joins results of further samples; [ ] = dose if it differs, or a comment. Potency is the fitted concentration of half-maximal effect. Some of the compounds tested; rates above refer to the full screens.

SMILES | KDM5B inhibitor
O=C(Cc1ccsc1)N1CC2CC(C1)[C@H]1CCCC(=O)N1C2 (stereo partly drawn) | 8%
CC1CCCCN1c1ccc(C(N)=O)cc1NC(=O)CS(C)(=O)=O (stereo not drawn) | 36%[activator]
Cc1ccc(C(=O)N2CCC(N3CCNC3=O)CC2)cc1 | 4%[149 µM]
CC1(C)CN(C(=O)c2ncc(F)cc2F)CCC1(O)CN1CCOCC1 (stereo not drawn) | 16%
COc1ccccc1NC(=O)CCCc1nnc2n(C)c(=O)c3sccc3n12 | -21%
CN(Cc1nc2ccccc2n1C(F)F)S(=O)(=O)c1ccc(F)c(F)c1 | 11%
CCCc1nc(N2CCN(CC(=O)N3CCC(C)CC3)CC2)c(C#N)c2c1CCC2 | -9%
COc1ccc(Cl)cc1NC(=O)COc1cccc2c(=O)n(C)ccc12 | -1%
O=S(=O)(c1ccccc1)c1nc(-c2cccc(Cl)c2)oc1NCc1ccccc1 | -7%
CCSc1nnc(SCc2cc(=O)oc3cc(C)ccc23)s1 | -2%
CC1=C[C@@H](CN2CCC(C(N)=O)CC2)[C@H](C(C)C)C[C@H]1Cc1nnc(C)o1 | -11%[86.2 µM]
C=CCN1CCN(C(=O)CCC[C@@H]2[C@H]3CCCN4CCC[C@@H](CN2Cc2ccccc2)[C@@H]34)CC1 | -5%
CC(=O)c1ccc(NC(=O)c2nc(-c3ccccc3)n(-c3ccc(C)cc3)n2)cc1 | ?
NC(=O)C1(c2nc(COc3ccccc3)nn2-c2ccc3c(c2)OCO3)CC1 | -5%
Cc1oc(-c2ccc(Cl)cc2)nc1CN1CCCC(C(=O)NCCc2ccccc2)C1 (stereo not drawn) | -24%
Cc1ccc(-c2cc(C(F)(F)F)n3nc(C(=O)Nc4ccc(Cl)cc4Cl)cc3n2)cc1 | ?
C=CCn1c(NCc2c[nH]c3ccccc23)nc2ccccc21 | -4%
COc1ccc(NS(=O)(=O)c2cc3[nH]c(=O)c(=O)[nH]c3cc2C)cc1 | 7%
COc1ccc2c(=O)n(CC(=O)N3CCCOCC3)ccc2c1OC | ?
CN(C)C(=O)N1Cc2ccccc2OC2(CCN(C(=O)CCCNC(N)=O)CC2)C1 | -1%[115 µM]
O=C(N[C@@H]1CCOC[C@H]1Oc1cccc(F)c1)c1cnc2ccccn2c1=O | 35µM*
CC(=O)Nc1c(C)nn(-c2ccccc2)c1N1CCC(C(=O)Nc2ccc(C)cc2Cl)CC1 | -16%
CCN(CC)S(=O)(=O)c1nnc(NC(=O)COc2cccc(C)c2)s1 | -30%
CNCCN1C(=O)CC[C@H]2CN(C(=O)NCc3ccccc3)CC[C@H]21 | 32%
COCCOC(=O)c1ccc(NC(=O)COc2ccc3c(C)cc(=O)oc3c2)cc1 | ?
COCCN1C(=O)[C@H]2CN(Cc3cc(Br)ccc3F)C[C@H]2C1=O | 9%
CC(=O)c1ccc(-n2ccnc2)cc1 | 14%
O=C(CC1Nc2cccc3cccc(c23)NC1=O)Nc1ccc(F)cc1 (stereo not drawn) | ?
CC(=O)Oc1cc(OC(C)=O)c2c(=O)c(-c3ccc4c(c3)OCCCO4)c(C)oc2c1 | ?
Cc1cc(OC2CN([S+](=O)([O-])c3cccs3)C2)ccc1F | -3%&-22%[86.2 µM]

Rewritten tab-delimited: five of the compounds above.
SMILES	KDM5B inhibitor
O=C(N[C@@H]1CCOC[C@H]1Oc1cccc(F)c1)c1cnc2ccccn2c1=O	35µM*
COCCOC(=O)c1ccc(NC(=O)COc2ccc3c(C)cc(=O)oc3c2)cc1	?
CC(=O)c1ccc(-n2ccnc2)cc1	14%
CCN(CC)S(=O)(=O)c1nnc(NC(=O)COc2cccc(C)c2)s1	-30%
O=C(CC1Nc2cccc3cccc(c23)NC1=O)Nc1ccc(F)cc1 (stereo not drawn)	?

(list continues)
SMILES | KDM5B inhibitor
Cc1cn(C)c(CC(=O)N2CCN(c3cccc(C(F)(F)F)c3)CC2)c1C(=O)O | -2%
Cc1ccc(C)c(NC(=O)N2CCCC(Cn3c(C4CC4)nc4cccnc43)C2)c1 (stereo not drawn) | 5%
Cc1ccc2c(=O)c(C(=O)c3cccc(Cl)c3)cn(CC(=O)Nc3ccccc3C(F)(F)F)c2n1 | 3%
CC(=O)N1N=C(c2cccc(NS(C)(=O)=O)c2)CC1c1ccc2nccnc2c1 (stereo not drawn) | -12%
O=C(c1cccs1)N1CCC(OCC2CC2)C1 (stereo not drawn) | 9%
COc1ccc(/C=C/c2nc(C#N)c(NCc3ccc(C)cc3)o2)cc1OC | ?
Cc1cc(/C=C2\C(=N)N3N=C(c4ccco4)SC3=NC2=O)c(C)n1Cc1ccccc1 | ?
CCOc1ccc(-c2nc(CN3CCN(C(=O)Nc4cccc(OC)c4)CC3)c(C)o2)cc1 | -29%
C=CCn1c(O)c(N=NC(=O)c2cccnc2)c2cc(Br)ccc21 | 10%
O=c1c2sccc2ncn1Cc1coc(-c2ccccc2)n1 | 11%
Cc1cccc(CS(=O)(=O)c2ncc(Cl)c(C(=O)Nc3nnc(C(C)C)s3)n2)c1 | 2%
CCc1cc2c(=O)c(Oc3ccccc3)c(C(F)(F)F)oc2cc1OC(=O)c1ccccc1Cl | -27%
CCCn1c(=O)[nH]c(=O)c2c1nc(-c1ccc(OCC#N)c(OC)c1)n2CCOC | ?
O=C(Nc1ccc2oc(-c3cccnc3)nc2c1)c1ccc(-c2ccccc2OC(F)(F)F)o1 | 17%
Cc1noc(C)c1S(=O)(=O)N1CCCCCCNC(=O)[C@@H]2CCC[C@@H]21 | 4%
CCc1noc(-c2ccn3c(CNC(=O)c4cc(F)ccc4F)nnc3c2)n1 | -83%
CN(C(=O)CSc1nc2ccc(NC(=O)COc3ccccc3Cl)cc2s1)c1ccccc1 | -4%
C/C(=N\Nc1ccc(C(=O)O)cc1)c1ccc2c(c1)Nc1ccccc1S2 | ?
O=C(NCC1CC1)c1ccnc(-c2nnc3ccc(Nc4ccccc4)nn23)c1 | -27%[86.2 µM]
Cc1cccc(/C=C(/C(=O)N(C)Cc2ccccc2)c2cccs2)c1 | -12%

In a second layout: four of the compounds above.
CCc1noc(-c2ccn3c(CNC(=O)c4cc(F)ccc4F)nnc3c2)n1
  KDM5B inhibitor: -83%

CN(C(=O)CSc1nc2ccc(NC(=O)COc3ccccc3Cl)cc2s1)c1ccccc1
  KDM5B inhibitor: -4%

C/C(=N\Nc1ccc(C(=O)O)cc1)c1ccc2c(c1)Nc1ccccc1S2
  KDM5B inhibitor: ?

O=C(NCC1CC1)c1ccnc(-c2nnc3ccc(Nc4ccccc4)nn23)c1
  KDM5B inhibitor: -27%[86.2 µM]

The listing continues.
SMILES | KDM5B inhibitor
Cc1n[nH]c(C)c1/C=C/C(=O)c1cccc(Br)c1 | 8%
Cc1ccc(NC(=O)C2CCCN(C(=O)c3cnn(-c4ccc(F)cc4)c3-n3cccc3)C2)c(Cl)c1 (stereo not drawn) | -1%
Cc1ccc(C(=O)N(Cc2ccc(N(C)C)cc2)CC2CCCO2)cc1 (stereo not drawn) | ?
Cc1ccc(-n2cccc2CC(=O)NC(C)c2ccccn2)cc1 (stereo not drawn) | -15%
CCn1c(=O)c2sccc2n2c(CCC(=O)Nc3ccc(OC)cc3OC)nnc12 | 5%
Cc1noc(C)c1C(=O)N1CCCCCCNC(=O)CC1 | 0%
O=C(NCc1ccco1)N[C@@H]1[C@@H](Cc2ccccc2)[C@H]2OCC[C@@H]12 | -2%
Cc1cn2c(=O)c(S(=O)(=O)NC(C)c3ccccc3)c(C)nc2s1 (stereo not drawn) | ?
CC(C)c1cc(NCC2CCCCCN2)nc(N)n1 (stereo not drawn) | -15%
Cc1nn2c(c1-c1ccccc1-c1ccccc1)N(CCC(C)C)CCC2 | 6.3µM*
COc1ccc(C(=O)NC2CCN(c3cc(-c4ccccc4)[nH]n3)C2)c(OC)c1 (stereo not drawn) | ?
CCc1cc(=O)n(CC(=O)Nc2ccc(Br)cc2)c(N2CCOCC2)n1 | ?
C#CCNC(=O)C1CCN(C(=O)C2CN(c3cccc(OC)c3)C(=O)N2)C1 (stereo not drawn) | 10%
CC(C)(C)NC(=O)NC(=O)Cn1nc(C(=O)O)c2ccccc2c1=O | -3%
CCn1cc(-c2ccc(C)cc2)cc1C(=O)O | 5%
N#Cc1ccc(O[C@@H]2COCC[C@H]2NC(=O)CCCn2cccn2)cc1 | -3%
CN1C[C@H](NCc2ccc(F)cc2)CCC[C@@H](C(=O)NC2CCOCC2)CC1=O | 15%[86.2 µM]
CSc1cccc(NC(=O)c2csc3c2CCCCC3)c1 | -10%
O=C(c1cn2c3c(cccc3c1=O)CC2)N1CCN(c2cccc(C(F)(F)F)c2)CC1 | 12%
COc1ccc(-c2noc(CSc3nnc(-c4ccccc4)n3C)n2)cc1 | 4%
CCNc1nc2c(c(=O)[nH]c(=O)n2C)n1Cc1cccc2ccccc12 | -1%
CC(C)c1ccc(N(C(=O)c2ccco2)C(C(=O)NC2CCCC2)c2ccncc2)cc1 (stereo not drawn) | 15%
Cc1ccsc1CN1CCOc2cc([S+](=O)([O-])Nc3cccnc3)ccc2C1 | -15%[86.2 µM]
COCCNC(=O)C[C@@H]1C[C@@H](C(C)C)[C@H](CNC(=O)C2CC2)C=C1C | 35µM*
COc1cc(CNCc2c(C(=O)O)c(C)n(Cc3cccc(Cl)c3)c2C)cc(OC)c1OC | -11%
COc1ccc2c(C)c(CC(=O)Nc3nnc(CC(C)C)s3)c(=O)oc2c1OC | -4%
Cn1cc(CN2CCN(C(=O)c3ccsc3)CC2)ccc1=O | ?
CCc1cc(NC(CCO)c2ccccc2)n2nc(C)c(C)c2n1 (stereo not drawn) | ?
O=S(=O)(c1cccc(C(F)(F)F)c1)N1CCC(n2cnnc2C2CC2)CC1 | -11%
Cn1c(=O)c2c(nc(CN3CCCCC3)n2CC(N)=O)n(C)c1=O | 4%
COc1ccc(Nc2ncnc3c2c(C)c(C)n3CCCN(C)C)cc1 | -10%
COc1ccc(OC)c(/C(C)=N/O)c1 | 4%
CCn1c(=O)c2ccccc2n(Cc2ccc([N+](=O)[O-])cc2)c1=O | 8%
COCC(=O)N[C@H]1C[C@H]2C(=O)Nc3ccc(-c4ccsc4)cc3C(=O)N2C1 | ?
CC(C)(C)OC(=O)N1CCCC1C(=O)NCc1cccc(Cl)c1 (stereo not drawn) | 13%
O=C(NCc1ccccc1)[C@@H]1Cc2nc[nH]c2CN1C(=O)NC1CCCCC1 | -16%[86.2 µM]
O=C(CCC[C@H]1NC[C@@H]2C[C@H]1CN(Cc1ccccc1)C2)NCCc1cccnc1 | ?
COc1ccccc1-c1c(NC(=O)C(C)C)n(C)c2ccccc2c1=O | ?
Cc1ccc(NC(=S)NCC2(C)CC(NC(=S)Nc3ccc(C)cc3C)CC(C)(C)C2)c(C)c1 (stereo not drawn) | -19%
CCOc1ccc(OCC)c(NC(=O)c2nnn(Cc3cc(Br)ccc3OC)c2N)c1 | 14%&-3%
CN(C)c1cc(N2CCCC(NC(=O)Cc3cccs3)C2)ncn1 (stereo not drawn) | 3%
CCN(C(=O)CN1C(=O)NC(c2ccc(C)cc2)C2=C1COC2=O)c1cccc(C)c1 (stereo not drawn) | -10%
c1csc(-c2nc3ccncc3[nH]2)c1 | 32µM*
CC(=O)Nc1ccc(SC(C)C(=O)N(C)c2ccccc2)cc1 (stereo not drawn) | 4%
CC(=O)N1N=C(c2ccco2)CC1c1cc2cc(C)ccc2nc1Cl (stereo not drawn) | -17%
Nn1cnnc1N/N=C/c1ccc(Cl)cc1Cl | ?
COc1ccc(-c2cc(C(=O)NCc3c(C)cc(C)[nH]c3=O)c3c(c2)N(C(C)C)CCO3)cc1 | 32µM*
CC(C)N1C[C@H](O)C[C@H]1c1nnc2n1CCN(C(=O)Cc1ccccc1)CC2 | -11%
Nc1nc(Nc2ccccc2F)nc(-c2cc3ccccc3o2)n1 | -2%
O=C(c1ccc(F)cc1)N1CCc2c([nH]c3ccccc23)C1c1ccc(Cl)cc1 (stereo not drawn) | -29%
Additional results follow:
SMILES | KDM5B inhibitor
COc1ccc(CC(=O)NCCc2csc3nc(-c4ccccc4F)nn23)cc1 | -3%
Cc1ccc(C(=O)N(Cc2ccncc2)C2CC2)cc1 | 9%
Cc1ccc(-c2cnc([C@@H]3COCCN3CC3CC3)[nH]2)cc1 | 8%[86.2 µM]
CC1C(=O)OC(c2ccc(Br)cc2)C(C)(C)C1=O (stereo not drawn) | 10%
Cc1cccc(CN2CCC(CNC(=O)Nc3cn(C)c(=O)c4ccccc34)CC2)c1 | ?
CC(C)(Oc1nn(Cc2cccc(Cl)c2)c2ccccc12)C(=O)NCCCN1CCCC1=O | -21%
Cc1ccc(C(CC(=O)N2CCc3ccccc3C2)c2cn(C)c3ccccc23)cc1 (stereo not drawn) | 18µM*
COc1ccc(C2=NOC(Cn3c(=O)c4c(ncn4C)n(C)c3=O)C2)cc1 (stereo not drawn) | 20%
COc1cccc(C2Cn3nnc(-c4nc(-c5ccccc5Br)no4)c3CO2)c1 (stereo not drawn) | -2%

Assay outcomes from PubChem.
